Screening data deposited in PubChem BioAssay by National Center for Advancing Translational Sciences (NCATS).
SW480 rereplic = induces DNA re-replication in SW480 colon adenocarcinoma cells; Potency, µM (series often up to 46.1 µM), for inactives: top-dose re-replication activation, hits mostly activators; 1.8% of 340,000 active; SW480 DNA re-replication, Hoechst DNA content imaging, 48 h; also: potency is read from the fitted curve at half-maximal effect; % of control where 0% means no effect; nearly all actives have a fitted effect of over 55% in size
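Image-based DNA-content assay: after two days of treatment, nuclei were labelled with the DNA dye Hoechst and imaged, and hits were compounds raising the count of nuclei showing high fluorescence intensity.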
KB-V1 cytotox = KB-V1 MDR subline cytotoxicity; AID 1347076; KB-V1 MDR cells viability, CellTiter-Glo, 72 h; Potency, µM (series often up to 46.1 µM), without a hit: at the top dose activity change, negative = cytotoxicity, actives largely listed as cytotoxic; 3.4% of 400,000 active; also: potency is read from the fitted curve at half-maximal effect; % is scaled to controls: 0 for no effect and ±100 for the full control effect; nearly all actives have a fitted effect of over 60% in size
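Readout: CellTiter-Glo luminescence, 10 min after addition. Cells: KB-V1 MDR subline, 72 h at 37 degrees C with compound. Analysis: corrected, normalized data fitted to concentration-effect curves.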
KB-3-1 tox = kills parental KB-3-1 adenocarcinoma cells; KB-3-1 viability, CellTiter-Glo ATP luminescence, 72 h; Potency, µM (top dose mostly 46.1 µM), for inactives: at the top dose activity change, negative = cytotoxic, actives largely listed as cytotoxic; 1.4% of 400,000 active; AID 1347075; also: potency is read from the fitted curve at half-maximal effect; % is scaled to controls: 0 for no effect and ±100 for the full control effect; nearly all actives have a fitted effect of over 60% in size
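Using CellTiter-Glo luminescence, growth of non-resistant KB-3-1 adenocarcinoma cells is assessed 72 h after pin-tool compound addition at 37 °C. Normalized responses across the concentration series yield fitted curves.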
HT1080NT lethal = kills 2HG-producing HT-1080-NT fibrosarcoma cells. HT-1080-NT fibrosarcoma viability, CellTiter-Glo ATP luminescence, 48 h. Potency, µM (top dose mostly 46.1 µM), without a hit: at the highest dose activity, negative = less viability, most hits filed as cytotoxic. 1.6% of 360,000 active;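 also: NT is the 2HG producing partner of a matched IDH1 knockdown line; potency is read from the fitted curve at half-maximal effect; 0% = DMSO-treated cells and -100% = media-only wells without cells; nearly all actives have a fitted effect of over 55% in size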
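Read-out is CellTiter-Glo luminescence after 10 minutes at room temperature, following 48 hours' compound treatment of HT-1080-NT cells (750 cells/well, RPMI, 5% FBS, 37 degrees C).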
HT1080 IDH1KD tx = HT-1080 IDH1 knockdown cell toxicity (counter line) | HT-1080 IDH1 knockdown viability, ATP luminescence, 48 h | Potency, µM (series often up to 46.1 µM), for the others: at the top dose activity, negative = toxicity, actives largely listed as cytotoxic | 2% of 360,000 active;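 also: potency is read from the fitted curve at half-maximal effect; 0% = DMSO wells and -100% = cell-free medium wells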
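Using the IDH1-knockdown HT-1080 line run in the same batch and compound series as the NT line, viability after 48 h at 37 °C was determined by CellTiter-Glo luminescence and expressed as % activity.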
S2 tox = viability counter-screen for ATXN expression inhibitors; S2 cells (HEK-293 line with an ATXN2-luciferase reporter) viability, CellTiter-Fluor protease fluorescence, 24 h; Potency, µM (series often up to 56.7 µM), usual class: cytotoxic; 0.49% of 400,000 active; AID 651635; also: potency is read from the fitted curve at half-maximal effect; nearly all actives have a fitted effect of over 40% in size
IL1B secr inh = inflammasome signaling inhibition, IL-1 beta readout; AID 743279; 4.7% of 360,000 active; THP-1 LPS/ATP IL-1B secretion, AlphaLISA, 16 h; stronger effect = lower value; activity change, % at 57.5 µM; in the data active = activity change below about -50%; inconclusive = mostly about -30% to -49%; also: % is scaled to controls: 0 for no effect and ±100 for the full control effect
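Secreted IL-1B measured by AlphaLISA bead assay after 16 h compound exposure of THP-1 cells; compounds (final up to 57.5 uM) added 1 h before LPS (250 ng/mL) and ATP (1.25 mM) stimulation; lower signal means less secretion.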
ATXN2 expr inh = ATXN2 expression inhibition; HEK-293 ATXN2-luciferase reporter, luminescence, 24 h; Potency, µM (series often up to 57 µM), for the others: top-dose activity change, negative = inhibition, usual class: inhibitors; 0.72% of 360,000 active; AID 1745845; also: potency is read from the fitted curve at half-maximal effect; % is scaled to controls: 0 for no effect and ±100 for the full control effect; nearly all actives have a fitted effect of over 55% in size
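qHTS (up to 57 uM final) was run with 24 h compound exposure of reporter cells at 37 °C. Each well was multiplexed: SteadyGlo luminescence measured ATXN2-luciferase expression after a fluorogenic Gly-Phe-AFC viability readout (25 uM final).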
MCF10A rereplic = induces DNA re-replication in MCF 10a normal breast cells | MCF 10A DNA re-replication, Hoechst nuclear intensity, 48 h | AID 624296 | Potency, µM (top dose mostly 46.1 µM), for inactives: top-dose activity, positive = re-replication, actives largely listed as activators | 2.9% of 350,000 active; also: potency is read from the fitted curve at half-maximal effect; % of control where 0% means no effect; nearly all actives have a fitted effect of over 50% in size
* hit, by the source's call; i = inactive; ? = inconclusive; / = no result given; & = joins results of further samples; [ ] = dose if it differs, or a comment. Unless noted, calls follow the shape of the dose curve; as a rule, active = well fitted curve in the direction sought with a large enough effect; inconclusive = small, poorly fitted or top-dose-only effect, or another doubt; inactive = no such curve, though single readings can be large; an effect the other way counts as inactive or inconclusive.

Second line of a record – MCF10A rereplic | IL1B secr inh | ATXN2 expr inh | KB-3-1 tox | KB-V1 cytotox | S2 tox | SW480 rereplic | HT1080NT lethal | HT1080 IDH1KD tx
- O=C(Nc1cccc(Cl)c1)c1nc[nH]c1C(=O)N1CCN(c2ccccc2)CC1
  -15% | 18 | 10% | 0% | 0% | i | -5% | 10% | 12%
- Cc1nc(-c2ccc(S(=O)(=O)Nc3cccc(Cl)c3)cc2)co1
  -3% | 0 | 2% | -19% | 0% | i | -15% | -9% | 3%
- O=C(Nc1c(C(=O)O)[nH]c2ccc(F)cc12)c1cccc(C(F)(F)F)c1
  -14% | -6 | -1% | 10% | -2% | i | -2% | -14% | -23%
- Cc1cccc(OCc2nnc(SCC(=O)N3CC(=O)Nc4ccccc43)o2)c1
  ? | 10 | -36% | 10% | -18% | i | -52%[inhibitor] | 1% | 1%
- Cc1cccc(C)c1-n1c(C)cc(/C=N/NC(=O)CSc2ncccn2)c1C
  -35%[inhibitor] | 5 | -3% | 12% | -20% | i | -23% | -1% | -15%
- O=C(NNC(=O)c1cccs1)c1ccccc1
  16% | 11 | / | -3% | 1% | i | -3% | 1% | 0%
- Cc1ccc(NC(=O)CN2C(=O)C(C)(C)c3ccccc32)cc1
  / | / | 6% | 11% | 1% | i | / | / | /
- C=CCN(c1ccc(Cl)cc1)S(=O)(=O)c1cccc(C(=O)O)c1
  6% | 2 | -24% | 6% | -7% | i | -1% | -5% | -7%
- CC(C)(C)n1nnnc1C(c1cccnc1)N1CCN(c2ccccc2F)CC1 (stereo not given)
  -1% | 20 | -11% | 5% | 7% | i | -9% | 13% | 5%
- CC(=O)c1ccc(NC(=O)c2cn(C)c(=O)c3ccccc23)cc1
  / | 17 | 2% | -16%&-6% | ? | i | / | 7% | 5%
- Cc1cccc2nc(CSc3nc4ccc([N+](=O)[O-])cc4[nH]3)cn12
  0% | -16 | -37% | -1% | -8% | i | -2% | 25% | 20%
- O=C(O)CC1(CC(=O)Nc2cc(F)ccc2Cl)CCCCC1
  -4% | 3 | -9% | 3% | 0% | i | -6% | -5% | -6%
- O=C(Nc1ccccc1Cl)c1ccc(-c2ccccn2)s1
  0% | -17 | 64%[activator] | -10% | -5% | i | -6% | -1% | -5%
- O=C(N/N=C/c1ccco1)c1ccccc1OCc1ccc(Br)cc1
  ? | -5 | -5% | -17% | 2% | i | ? | -13% | -22%
- CCCCNC(=O)Cc1c(OC)ccc2cc(Br)ccc12
  ? | -16 | -8% | 0% | 0% | i | 0% | 9% | 1%
- CC(C)(O)c1cn(-c2nonc2N)nn1
  3% | 14 | -8% | 7% | 21% | i | 0% | 14% | 18%
- Oc1c(C(c2cccs2)N2CCN(c3ccccc3)CC2)sc2ncnn12 (stereo not given)
  -2% | -1 | -8% | -2% | 0% | ? | -4% | -5% | 3%
- O=C(CO/N=C/c1ccccc1)Nc1c(F)c(F)c(F)c(F)c1F
  -3% | 24 | 3% | 2% | 0% | i | -2% | 15% | 19%
- Cc1cccc(CS(=O)(=O)Cc2ccc(C(=O)NCCc3ccccc3)o2)c1
  ? | 2 | 0% | -2% | -9% | i | 3% | 0% | 1%
- COc1ccc(C2=NN(c3nc(-c4ccc(CNC(C)=O)cc4)cs3)C(c3ccco3)C2)cc1 (stereo not given)
  2.6µM* | -18 | -9% | -1% | 0% | i | ? | -5% | -3%
- Cc1cc(C)cc(OCCSc2nc(-c3cccs3)nc3cc(=O)[nH]n23)c1
  / | / | 4% | -16% | 14% | i | / | / | /
- CCC(=O)Nc1ccc(NC(=S)NC(=O)/C=C/c2ccco2)cc1
  12% | 21 | 3% | 12% | -16% | i | 18% | ? | ?
- O=C(NCc1ccc2c(c1)OCO2)c1ccc2c(c1)N(Cc1c(F)cccc1Cl)C(=O)CS2
  14% | 4 | -3% | 0% | ? | i | 11% | -8% | -11%
- N#Cc1cccc(C(c2nnnn2C2CCCC2)N2CCC(Cc3ccccc3)CC2)c1 (stereo not given)
  12% | -17 | -9% | -4% | 0% | i | 14% | -2% | -1%
- CN(CC(=O)O)S(=O)(=O)c1ccc2oc3ccccc3c2c1
  -4% | 0 | 18% | 27% | 11% | i | -30% | -1% | 8%
- Cc1csc(SCC(=O)NC(=O)NC2CCCC2)n1
  6% | 3 | -3% | 12% | -20% | i | -16% | 1% | 0%
- CCOC(=O)c1c(NC(=O)CSc2nnc(-c3ccco3)o2)sc(C)c1C
  7% | 47 | 1% | 0% | 1% | i | 6% | -4% | -8%
- CCC(=O)N1c2ccccc2CC1C(=O)NCc1ccc(CC)cc1 (stereo not given)
  / | / | -5% | -14% | -4% | i | / | / | /
- COc1cccc(N2CCN(C3CC(=O)N(c4ccc(C)c(Cl)c4)C3=O)CC2)c1 (stereo not given)
  11% | 21 | 9% | -12% | 13% | i | -1% | 12% | ?
- O=C(NCCCO)/C(=C/c1ccco1)NC(=O)c1ccc(Br)o1
  -3% | 0 | 1% | -15% | -1% | i | -13% | 6% | 10%

Sorted by SMILES length (rising): some entries from above
Second line of a record – MCF10A rereplic | IL1B secr inh | ATXN2 expr inh | KB-3-1 tox | KB-V1 cytotox | S2 tox | SW480 rereplic | HT1080NT lethal | HT1080 IDH1KD tx
- Cc1csc(SCC(=O)NC(=O)NC2CCCC2)n1
  6% | 3 | -3% | 12% | -20% | i | -16% | 1% | 0%
- CCC(=O)N1c2ccccc2CC1C(=O)NCc1ccc(CC)cc1 (stereo not given)
  / | / | -5% | -14% | -4% | i | / | / | /
- CCC(=O)Nc1ccc(NC(=S)NC(=O)/C=C/c2ccco2)cc1
  12% | 21 | 3% | 12% | -16% | i | 18% | ? | ?
- Cc1cc(C)cc(OCCSc2nc(-c3cccs3)nc3cc(=O)[nH]n23)c1
  / | / | 4% | -16% | 14% | i | / | / | /
- N#Cc1cccc(C(c2nnnn2C2CCCC2)N2CCC(Cc3ccccc3)CC2)c1 (stereo not given)
  12% | -17 | -9% | -4% | 0% | i | 14% | -2% | -1%

Later entries.
Second line of a record – MCF10A rereplic | IL1B secr inh | ATXN2 expr inh | KB-3-1 tox | KB-V1 cytotox | S2 tox | SW480 rereplic | HT1080NT lethal | HT1080 IDH1KD tx
- Cc1ccc(S(=O)(=O)N2CCOCC2)cc1NC(=O)COC(=O)CCOc1ccc(C(C)(C)C)cc1
  -1% | -2 | -2% | 9% | -1% | i | -2% | -2% | -9%
- COc1cccc(CNC(=O)C2CCN(c3nnc(N4CCCC4=O)s3)CC2)c1
  0% | -1 | -19% | 14% | 21% | / | -17% | -12% | -11%
- COc1ccc2oc(C(=O)NCc3ccco3)c(C)c2c1
  14% | -23 | 42%[activator] | 10% | 3% | i | -6% | 13% | 4%
- CN(CC(=O)OCC(=O)NCc1ccccc1)S(=O)(=O)c1ccc(F)cc1
  -4% | 21 | -3% | -3% | 15% | i | 16% | -4% | -9%
- COc1cccc(CC(NC(C)=O)C(=O)NC2CCN(C(=O)Nc3ccc(C)cc3)CC2)c1 (stereo not given)
  2% | 10 | 4% | 6% | -1% | i | -2% | 6% | 0%
- COc1ccc(C(CNC(=O)c2ccco2)N2CCCC2)cc1 (stereo not given)
  ? | -8 | / | 0% | -15% | i | 1% | -8% | 0%
- COc1cccc(/C=N/NC(=O)c2cc(C34CC5CC(CC(C5)C3)C4)[nH]n2)c1
  ? | 30 | 21% | -5% | 3% | ? | -7% | -22% | -12%
- CCC(CC)c1nnc(NC(=O)Cc2c[nH]c3ccccc23)s1
  / | 1 | / | -10% | -24% | ? | / | -18% | -5%
- CC(C)N1CCC(N2CCN(Cc3ccc4nonc4c3)CC2CCO)CC1 (stereo not given)
  0% | -14 | -10% | 4% | 3% | i | -2% | -7% | 3%
- Cc1ccc(C)c(S(=O)(=O)N2CCN(C(=O)c3ccncc3)CC2)c1
  -1% | 12 | -8% | -1% | -22% | i | -8% | 2% | 5%
- O=C(N/N=C/c1ccncc1)c1cccc(S(=O)(=O)Nc2ccc(Cl)cc2)c1
  1% | 0 | 8% | -5% | 19% | i | 1% | -1% | ?
- Cc1cccc(Cc2nnc(CCC(=O)N(C)C3CCOC3)o2)c1 (stereo not given)
  3% | -4 | 58%[activator] | 0% | -4% | i | -18% | 6% | 10%
- O=C(CSc1nc2ccccc2c(=O)n1CCCN1CCOCC1)Nc1ccc(Br)cc1
  ? | -28 | ? | 27% | -9% | ? | ? | ? | 13µM*
- O=C(CCC1CCCC1)NNC(=O)c1ccc(F)cc1
  -3% | 7 | / | 3% | 4% | / | 0% | 4% | -6%
- Cc1ccc2c(CC(=O)Nc3ccc(S(=O)(=O)Nc4nc(C)cc(C)n4)cc3)coc2c1
  / | / | -19% | -1% | 37% | i | / | / | /
- CCOC(=O)c1cnc2c(ccc3ccccc32)c1Nc1cccc(Cl)c1
  / | / | 10% | -11% | 5% | i | / | / | /
- O=C(c1cnc2ccc(Cl)cc2c1Cl)N1CCOCC1
  -4% | 6 | -19% | -11% | 3% | ? | -5% | -20% | 4%
- CC(C)C(NC(=O)c1ccccc1)C(=O)OCc1cc([N+](=O)[O-])cc2c1OCOC2 (stereo not given)
  16% | 34 | / | -9% | 2% | i | -12% | -2% | -8%
